Assay outcomes deposited in PubChem BioAssay by National Center for Advancing Translational Sciences (NCATS).
GRP78 ERSR act – ER stress response induction in glioma; actives 0.02% (n = 420,000); AID 602332; U87-MG GRP78 promoter luciferase reporter, 16 h; Potency, µM, without a hit: at the top dose activation, hits mostly activators; active = well fitted activation curve with a large enough effect; note: series mostly up to about 76 µM; % of control where 0% means no effect; nearly all actives have a fitted effect of over 35% in size
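ERSR induction read as luciferase luminescence (Bright-Glo, 10 min at room temperature) in stably transfected human U87-MG glioma cells exposed to compounds for 16 h, using GRP78 as sensor.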
* marks the source's active call; other numbers are inactive results; & = joins results of further samples. Potency is the fitted concentration of half-maximal effect. Only part of the results is shown. The share of hits here may be higher or lower than overall.

SMILES	GRP78 ERSR act
C/C(CCN1CCCCc2nc(C)c(C)cc21)=N\O[C@@H](C)c1cn([C@@H]2COC[C@@H]2O)nn1	-4%
CCC1(C2CCN(C(=O)c3csc(C(C)=O)c3)CC2)NC(=O)N(CCc2scnc2C)C1=O (centres undefined)	2%
CC(=O)NCCNc1nc(-c2ccccc2C)nc2ccccc12	-2%
CC(=Nc1ccccc1N)c1c(C)cc(=O)n(O)c1O	-6%&-5%
Cc1noc(C)c1-c1cncnc1N(C)Cc1ccco1	-2%
O=P(O)(O)C(O)(Cn1ccnc1)P(=O)(O)O	-3%
CN(C)c1ccc(-c2ccc3ncnc(N4CCNCC4)c3c2)cc1	1%
C[C@@H]1O[C@@H](OC[C@H]2O[C@@H](Oc3cc(O)c4c(c3)O[C@H](c3ccc(O)c(O)c3)CC4=O)[C@H](O)[C@@H](O)[C@@H]2O)[C@H](O)[C@H](O)[C@H]1O	-3%
Cc1noc(C)c1C(=O)N1CCC[C@@]2(CCN(c3ncccn3)C2)C1	-4%
C[C@@]12C(=O)OC(=O)[C@]1(C)[C@H]1CC[C@@H]2O1	-4%
CCOC(=O)OCC1OC(C#Cc2ccccc2)C=CC1OC(=O)OCC (centres undefined)	-1%
CC(N)CCCC(C)(C)O (centres undefined)	-4%
O=C(c1csnn1)N1CCC2(CCCN(c3ccncc3)C2)CC1	-1%
CCOC(=O)CCCCCCCCCCCCC1C=CCC1 (centres undefined)	-5%
Cc1cnc(CNc2ncnc3ccc(-c4ccc(N(C)C)cc4)cc23)cn1	2%
CCCCOc1cc(C[C@@H]2CNC(=O)N2)ccc1OC	-2%
Oc1cc(-c2nc3ccccc3s2)cc2c1OCCN(Cc1cn[nH]c1-c1ccc(Cl)cc1)C2	-2%
O=C1CCCC=C1[C@@H](O)CCOC(c1ccccc1)(c1ccccc1)c1ccccc1	-4%
O=c1c(-c2cc(F)cc(F)c2)nc2cnc(N3CCNCC3)nc2n1Cc1cccs1	-11%
CC(=O)N1CCC2(CC1)CCN(C(=O)Nc1cccc(C#N)c1)CC2	-3%
CN(Cc1ccccc1)Cc1ccccc1	-3%
CCC(=O)O[C@H]1C(O[C@@H]2C(C)[C@H](O[C@H]3C[C@@](C)(OC)C(O)C(C)O3)C(C)C(=O)OC(CC)[C@@](C)(O)C(O)[C@H](C)C(=O)C(C)C[C@]2(C)O)OC(C)CC1N(C)C (some centres undefined)	-7%
CC(C)(C)c1ccc(CN2CCN([C@H](c3ccccc3)c3ccc(Cl)cc3)CC2)cc1	-2%
N=C(N)N1Cc2ccccc2C(O)C1 (centres undefined)	3%
COCCn1c(=O)cnc2cnc(Oc3cccc(Cl)c3)nc21	-2%
COCCNc1nc(-c2cccc(OC)c2)nc2ccccc12	-1%
CN(Cc1ccco1)c1ncnc2ccc(-c3ccccc3C#N)cc12	1%
CCCS(=O)(=O)NCc1c(C)ncc2c1CCN(C(=O)/C=C/c1ccc(F)cc1F)C2	-4%
CCn1cc(CN2Cc3ccccc3OC(c3ccccc3OC)C2)c(C)n1 (centres undefined)	-5%
C#C[C@@]1(OC(C)=O)CC[C@H]2[C@@H]3CCC4=CC(=O)CC[C@@H]4[C@H]3CC[C@@]21C	-2%
CCC1CN(CC(=O)NC(C)c2cn(C)nc2C)Cc2cc(OC)ccc2O1 (centres undefined)	-6%
Cc1cccc(C)c1N(CCCc1cccnc1)C(=O)[C@@H](C)N	-2%
Cc1cc(=O)c2c(O)cc(O)c(C)c2o1	-2%
N#CCCn1c(=O)c(-c2ccc(Cl)cc2)nc2cnc(OCc3ccccc3)nc21	-2%
NCCC(=O)N[C@H](Cc1cnc[nH]1)C(=O)O	-4%
OC[C@@H](O)C(O)[C@@H](O)CO (some centres undefined)	-8%
CC(=O)N1CCC2(CCCN(C(=O)Nc3cccc(F)c3)C2)CC1	-3%
O=c1c(O)c(-c2ccc(O)c(O)c2)oc2c(OC[C@@H]3O[C@@H](O)[C@@H](O)[C@H](O)[C@H]3O)c(O)cc(O)c12	-4%
NC(Cc1cnc[nH]1)C(=O)Nc1ccc2ccccc2c1 (centres undefined)	-1%
Nc1ncnc2c1ncn2[C@H]1O[C@@H](CSCC[C@@H](N)C(=O)O)[C@H](O)[C@@H]1O	0%
COc1ccc2c(c1)OC/C(=C/c1ccc(O)c(O)c1)C2=O	3%
CC(=O)N(O)C/C=C/c1cccc(Oc2ccccc2)c1	-7%
COc1ccc2c(c1)OC/C(=C\c1ccc(OC)c(O)c1)C2=O	-6%
CC(C)C(NC(=O)c1ccoc1)c1nnc2n1CCN(C(=O)/C=C/c1ccc(F)cc1)CC2 (centres undefined)	-7%
FC(F)(F)c1ccccc1-c1ccc2ncnc(NC3CCNCC3)c2c1	0%
O=C(CCn1c(=O)[nH]c2ccccc21)NCC1Cc2cc(Cl)cc(-c3ccncc3)c2O1 (centres undefined)	-3%
CN(C)c1ncc2ncc(=O)n(Cc3cccs3)c2n1	-3%
Nc1ncn(C2C[C@H](O)[C@@H](CO)O2)c(=O)n1 (some centres undefined)	-1%
CCNc1ncc2nc(-c3ccc(OC)cc3)c(=O)n(C[C@H]3CCCO3)c2n1	-3%
CN1CCN(c2ncc3ncc(=O)n(CCC#N)c3n2)CC1	-4%
O=C(O)[C@H](CC(=O)N1C[C@H]2CCCC[C@H]2C1)Cc1ccccc1	-3%
C=CCN1CCc2cc(O)c(O)cc2[C@H](c2ccccc2)C1	-4%
COCCn1c(=O)c(C)nc2cnc(Nc3ccccc3)nc21	-4%
O=C(Cn1cccn1)N1CCOc2c(cc(-c3ncc(C(F)(F)F)cc3Cl)cc2OCC2CCCO2)C1 (centres undefined)	-5%
Cc1ncc2c(c1CNC(=O)c1ccc3c(c1)OCO3)CCN(C(=O)c1cccc(-n3cccn3)c1)C2	-4%
O=C(NCc1cccnc1)c1cnn(-c2nccc(-c3cccs3)n2)c1C1CC1	2%
COC(=O)N1CCC2(CC1)CN(c1ccccc1)C2	-5%
C[C@H](NC(=O)[C@@H](N)Cc1ccc(O)cc1)C(=O)NCC(=O)N[C@H]1CSSC[C@@H](C(=O)O)NC(=O)[C@H](CO)NC(=O)[C@H]([C@@H](C)O)NC(=O)[C@H](Cc2ccccc2)NC(=O)[C@H]([C@@H](C)O)NC(=O)[C@H](CCCCN)NC(=O)[C@H](Cc2c[nH]c3ccccc23)NC(=O)[C@H](Cc2ccccc2)NC(=O)[C@H](Cc2ccccc2)NC(=O)[C@H](CC(N)=O)NC(=O)[C@H](CCCCN)NC1=O	-3%
CNc1nc(-c2cccc(C#N)c2)nc2ccccc12	3%
Cc1ccc2c(c1)CN(CCC(=O)NCc1cc(C)n(C)n1)CC(C)O2 (centres undefined)	-5%

(further entries)
SMILES	GRP78 ERSR act
COc1ccc(C2=N[C@@H](C(C)C)CO2)cc1	0%
COc1ccccc1-c1ccnc(-n2ncc(C(=O)NC(c3cccnc3)C(F)(F)F)c2C)n1 (centres undefined)	-2%
CCCC(=O)O[C@]1(C(=O)COC(=O)CC)CC[C@@H]2[C@@H]3CCC4=CC(=O)CC[C@]4(C)[C@H]3[C@@H](O)C[C@@]21C	-3%
Nc1c(S(=O)(=O)O)cc(Nc2cccc3ccccc23)c2c1C(=O)c1ccccc1C2=O	-7%
CCC(C)C(=O)OC1CC(O)C=C2C=CC(C)C(CCC(O)CC(O)CC(=O)O)C21 (centres undefined)	-1%
C[C@@H]1CC[C@]2(C(=O)O)CC[C@]3(C)C(=CCC4[C@@]5(C)C[C@@H](O)[C@H](O)[C@@](C)(CO)C5[C@H](O)C[C@]43C)C2[C@H]1C (some centres undefined)	-4%
Cc1c(C)c2c(c(C)c1OC(=O)c1cccnc1)CC[C@@](C)(CCC[C@H](C)CCC[C@H](C)CCCC(C)C)O2	2%&-4%
C#CCCCO/N=C1/C[C@@H](O)[C@@H](O)[C@@H]2[C@@H]3C(=O)N(c4cccc(Oc5ccccc5)c4)C(=O)[C@H]3CC[C@@H]12	-5%
COc1cccc(C2(CC(=O)N3CCC(c4nc5ccccc5o4)CC3)CC(=O)N(C)C2=O)c1 (centres undefined)	1%
Cc1cccc(CNC(=O)c2cnn(-c3nccc(-c4cccs4)n3)c2C2CC2)n1	-5%
COc1ccc2c(c1)-c1nc(-n3ncc(C(=O)N(C)CC4CCCN(C)C4)c3C3CC3)ncc1CC2 (centres undefined)	-2%
COc1ccc(-c2noc(CC(=O)O)c2-c2ccc(OC)cc2)cc1	0%
N#Cc1cccc(NC(=O)N2CC[C@@]3(CCCN(C(=O)c4csnn4)C3)C2)c1	-2%
Cc1ccc(C(C)CCN2CCOc3ccc(CN4CCOCC4)cc3C2)o1 (centres undefined)	-3%
Cc1ncc2c(c1CNC(=O)c1cncs1)CCN(C(=O)c1ccc(-c3ccccc3)cc1)C2	0%
O=c1cc[nH]c(=S)[nH]1	-6%
Cc1ccccc1-c1cc(NCc2ccccc2)ncn1	1%
O=c1c(-c2cccc(Cl)c2)nc2cncnc2n1Cc1ccccc1	-4%
CC(C)CN1CCC2(CC1)CCN(S(=O)(=O)c1ccccc1)CC2	-3%
COc1cccc(-c2nc(NC3CC3)c3ccccc3n2)c1	4%
Cn1c(=O)c(-c2ccccc2)nc2cnc(Oc3ccccc3)nc21	0%
Cc1nc2cnc(N(C)C)nc2n(C[C@H]2CCCO2)c1=O	-2%
O=C([C@@H]1C[C@@H](Sc2nc3ccccc3[nH]2)CN1Cc1ccc(C(F)(F)F)cc1)N1CCN(c2ccccc2F)CC1	5%
N#Cc1ccc(CN2CCC3(CC2)CCN(C(=O)c2cccc(F)c2)CC3)cc1	-4%
CC(O)CCCCn1c(=O)c2c(ncn2C)n(C)c1=O (centres undefined)	-5%
COc1cc(CN2CCCC(c3nc(-c4ccncc4)ncc3-c3ccccc3)C2)ccc1O (centres undefined)	-1%
COc1ccccc1CNc1ccnc(-c2ccc(C(=O)N(C)C)cc2)n1	-2%
O=S(=O)(c1ccccc1)N1CCC2(CC1)CN(Cc1nccs1)C2	-2%
Cc1cnc(CNc2ncncc2-c2ccccc2C)cn1	-2%
CNC1=CN=C(c2ccccc2)c2cc(Cl)ccc2N1	-6%
CN(C)C1CCN(CCCOc2ccc(-c3ccc(C#N)cc3)cc2)C1 (centres undefined)	4%&5%
Cc1noc(C)c1-c1ccc2ncnc(Nc3ccccc3)c2c1	-2%
COCCCNc1ncnc2sc(C(=O)N3CCCCC3)c(C)c12	-5%
N[C@@H](Cc1cc(CP(=O)(O)O)cc(-c2ccccc2Cl)c1)C(=O)O	-3%&-2%
c1csc(CNc2nc(CN3CCCC(c4nc5ccccc5o4)C3)nc3ccccc23)c1 (centres undefined)	-4%
CCOC(=O)OCC1OC(C#CC(C)(C)C)C=CC1OC(=O)OCC (centres undefined)	-5%
CC(=O)[C@H]1CC[C@H]2[C@@H]3C=CC4=CC(=O)CC[C@@]4(C)[C@H]3CC[C@]12C	-4%
NCCCC(O)(P(=O)(O)O)P(=O)(O)O	-8%&-5%&-7%
COCc1c(C(=O)N2CCCCC2c2cccnc2)cnn1-c1ncc2c(n1)-c1ccccc1CCC2 (centres undefined)	-1%
CC[C@H](C)[C@H](NC(=O)[C@H](Cc1ccc(O)cc1)NC(=O)[C@@H](NC(=O)[C@H](CCCN=C(N)N)NC(=O)[C@@H](N)CC(=O)O)C(C)C)C(=O)N[C@@H](Cc1cnc[nH]1)C(=O)N1CCC[C@H]1C(=O)O	-8%

Arranged by count of non-hydrogen atoms (falling): three of the compounds above.
SMILES	GRP78 ERSR act
CC[C@H](C)[C@H](NC(=O)[C@H](Cc1ccc(O)cc1)NC(=O)[C@@H](NC(=O)[C@H](CCCN=C(N)N)NC(=O)[C@@H](N)CC(=O)O)C(C)C)C(=O)N[C@@H](Cc1cnc[nH]1)C(=O)N1CCC[C@H]1C(=O)O	-8%
COc1ccccc1CNc1ccnc(-c2ccc(C(=O)N(C)C)cc2)n1	-2%
NCCCC(O)(P(=O)(O)O)P(=O)(O)O	-8%&-5%&-7%

Molecules listed so far with a tert-butyl group:
SMILES	GRP78 ERSR act
CC(C)(C)c1ccc(CN2CCN([C@H](c3ccccc3)c3ccc(Cl)cc3)CC2)cc1	-2%
CCOC(=O)OCC1OC(C#CC(C)(C)C)C=CC1OC(=O)OCC (centres undefined)	-5%

(more compounds)
SMILES	GRP78 ERSR act
C=C1C(=O)OC2C[C@@]3(C)CCCC(=C)[C@@H]3CC12 (some centres undefined)	-8%
CCC(=O)N[C@@H]1c2ccccc2C2(CCN(Cc3cnc(N(C)C)s3)CC2)[C@H]1OC	-1%
Cc1nc2cnc(N3CCOCC3)nc2n(Cc2ccc(F)cc2)c1=O	-3%
COc1cc2ncnc(Nc3ccc(Cl)cc3F)c2cc1OC	-3%
CCC1OC(=O)C(C)[C@@H](O[C@H]2C[C@@](C)(OC)C(O)C(C)O2)C(C)[C@@H](O[C@@H]2OC(C)CC(N(C)C)C2O)[C@@](C)(O)CC(C)CN(C)C(C)C(O)[C@]1(C)O (some centres undefined)	-5%
OC[C@H]1NC[C@H](O)[C@@H](O)[C@@H]1O	-2%
CC(=O)Nc1ccccc1-c1nc(CNC(=O)c2ccc(C)cc2)c(C)o1	0%
CC(=O)OC[C@@H]1O[C@H](CCO/N=C(\C)CCN2CCc3nc(-c4ccccc4)c(-c4ccccc4)cc3C2)C=C[C@@H]1OC(C)=O	-2%
COCC(=O)N1CCC[C@@]2(CCN(c3ccccn3)C2)C1	0%
COc1ccc(NC(=O)N2CC[C@@]3(CCCN(C(=O)c4cccc(F)c4)C3)C2)cc1	-4%
C=C1CCC(=O)C(C)CCC2C1CC2(C)C (centres undefined)	-2%
Cc1cccc(CNC(=O)c2cnn(-c3nccc(-c4ccccc4F)n3)c2C2CC2)n1	-2%
